# A-T KAP1 phos: potential ataxia-telangiectasia treatment. hit rate 0.19% among 320,000. AID 485349. Potency, µM (highest dose often 57.5 µM), for the others: at the top dose activation, usual class: activators. […] A-T fibroblasts, KAP-1 phosphorylation AlphaLISA; neocarzinostatin DNA damage 30 min before lysis; note: potency is the fitted concentration of half-maximal effect; % of control where 0% means no effect; nearly all actives have a fitted effect of over 45% in size
#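 hTERT-immortalized A-T patient fibroblasts ([…]), 500 cells/well in OPTI-MEM, 1% FBS, got compounds for 60 min, then NCS for 30 min at 37C. Lysates were then assayed for phospho-KAP-1 by AlphaLISA (anti-pKAP1 donor, anti-KAP1 acceptor beads), 6 hr at 25C.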
# GALK inh: galactokinase (human) inhibition; Purified GALK, Kinase-Glo residual ATP luminescence; Potency, µM (highest dose often 57.5 µM), for inactives: top-dose activity change, negative = inhibition, hits mostly inhibitors; hit rate 0.007% among 270,000; note: potency is the fitted concentration of half-maximal effect; % is set by controls: 0 for no effect and ±100 for the full control effect
#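 Galactose (100 uM) and ATP (35 uM) were turned over by 5 nM GALK for 1 h at RT. Kinase-Glo Plus then converted the remaining ATP into a luminescent signal.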
# Chronic BCR inh: blocks chronic active B-cell receptor signaling. ABC-DLBCL IkBa-CBG/CBR reporter, luminescence ratio, 4 h. Potency, µM (titrated, usually from 46.1 µM), for inactives: at the highest dose ratio change, negative = lower green/red ratio, most hits filed as inhibitors. hit rate 0.05% among 340,000; active = well fitted inhibition curve with a large enough effect in the signal ratio, with a control signal flat, not every such curve was filed as active; inconclusive = small, poorly fitted or top-dose-only effect, or effect the other way, or a change in a side signal; the % refers to the signal ratio;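 note: potency is the fitted concentration of half-maximal effect; plate controls were basal doxycycline-induced cells for no effect and cells given 10 µM MG132 for full effect; MG132 reads +100%, hits lower the ratio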
#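 TMD8 human ABC-DLBCL cells with doxycycline-inducible IκBα–green luciferase fusion and unfused red luciferase, in 0.5% FBS medium; compounds up to 46 uM, 4 h at 37C. Green/red luminescence ratio, filter-overlap corrected, fitted to concentration-response curves.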
# KCNH2 WT inh: blocks the wildtype human KCNH2 potassium channel. Q12809. U2OS, BacMam KCNH2, thallium flux FluxOr; stronger effect = lower value. activity change, % at 1.84 µM. hit rate 0.37% among 340,000. AID 720551;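 active = maximum activity change below -70%; inconclusive = maximum activity change between -70% and -50%; inactive = maximum activity change above -50%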; note: % is set by controls: 0 for no effect and ±100 for the full control effect
#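 U2OS cells transduced with wild-type KCNH2 virus are loaded with FluxOr dye for 45 min, and thallium flux is measured in kinetic reads before and after stimulation buffer. Rate constants are normalized to DMSO controls.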
# MLL CXXC-DNA inh: MLL CXXC-DNA interaction inhibition; Q03164; MLL-CXXC / FITC-HOXA9 DNA fluorescence polarization; Potency, µM (highest dose often 115 µM), for inactives: at the highest dose activity change, negative = inhibition, actives largely listed as inhibitors; hit rate 0.037% among 290,000; active = well fitted inhibition curve with a large enough effect in the polarisation, with a control signal flat, not every such curve was filed as active; inconclusive = small, poorly fitted or top-dose-only effect, or effect the other way, or a change in a side signal; inactive = no such curve, though single readings can be large or run the other way; the % refers to the polarisation; note: potency is the fitted concentration of half-maximal effect
#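 Steps: dispense CXXC domain solution (7 uM) → pin compounds or unlabeled HOX-A9 DNA control → 5 min ambient → add FLSN-HOX-A9 solution (50 nM) → spin → 30 min ambient → fluorescence polarization. Tris pH 7.5/NaCl/DTT/BSA buffer.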
# TSHR antagonist: blocks TSH signaling through the human TSH receptor | hit rate 0.2% among 330,000 | P16473 | TSHR-expressing cells, TSH-stimulated cAMP HTRF, 2 h; stronger effect = lower value | activity change, negative = inhibition, % at 11.5 µM | AID 504810;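 active = activity change below a set negative limit, meaning inhibition stronger than a set level, cut at about -70% in these data; inconclusive = activity change between two set negative limits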; note: % is set by controls: 0 for no effect and ±100 for the full control effect
# Target sequence (P16473 whole entry, looked up): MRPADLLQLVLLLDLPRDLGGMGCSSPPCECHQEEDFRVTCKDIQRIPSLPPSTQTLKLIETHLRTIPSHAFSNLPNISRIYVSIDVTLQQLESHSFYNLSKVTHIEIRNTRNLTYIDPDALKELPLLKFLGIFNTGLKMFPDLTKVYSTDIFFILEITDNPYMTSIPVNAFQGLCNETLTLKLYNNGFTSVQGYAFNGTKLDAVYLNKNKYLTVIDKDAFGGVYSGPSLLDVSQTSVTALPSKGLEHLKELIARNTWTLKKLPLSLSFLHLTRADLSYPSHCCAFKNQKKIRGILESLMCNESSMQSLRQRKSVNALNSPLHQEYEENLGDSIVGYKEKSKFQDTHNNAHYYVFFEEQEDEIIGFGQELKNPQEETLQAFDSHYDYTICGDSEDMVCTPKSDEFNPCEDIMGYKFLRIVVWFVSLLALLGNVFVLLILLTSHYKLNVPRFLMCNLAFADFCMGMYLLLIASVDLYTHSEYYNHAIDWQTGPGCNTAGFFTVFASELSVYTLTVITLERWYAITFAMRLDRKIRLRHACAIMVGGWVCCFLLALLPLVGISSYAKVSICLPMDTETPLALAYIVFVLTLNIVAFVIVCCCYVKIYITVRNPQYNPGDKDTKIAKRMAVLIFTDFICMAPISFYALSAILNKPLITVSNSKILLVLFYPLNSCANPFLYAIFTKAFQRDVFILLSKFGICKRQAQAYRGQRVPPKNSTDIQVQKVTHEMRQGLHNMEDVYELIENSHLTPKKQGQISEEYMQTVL
#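 Antagonism was scored as loss of TSH-driven cAMP in TSHR cells, stimulated with 4nM TSH (EC80) for 2 hours at 37 deg C and detected by homogeneous HTRF competition immunoassay.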
# Giardia killer: Giardia lamblia killing | Giardia lamblia trophozoite viability | activity change, % at 7.66 µM, hits read low | hit rate 0.15% among 340,000; in the data active = activity change below about -80%; inconclusive = between about -30% and that limit;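 note: parasites exposed to compound for two days anaerobically before the ATP read; % is set by controls: 0 for no effect and ±100 for the full control effect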
#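 Giardia lamblia trophozoites (100 cells/well) were incubated with compounds for 48 h at 37 deg C under anaerobic conditions. Viability was read as ATP content by one-step luminescence after 15-30 min at room temperature.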
# Tb PFK block: T. brucei PFK enzyme inhibition; O15648; T. brucei PFK, ADP-Glo luminescence; Potency, µM (series often up to 57.5 µM), for inactives: at the top dose activity, negative = inhibition, usual class: inhibitors; hit rate 0.17% among 330,000; AID 485367;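 note: potency is the fitted concentration of half-maximal effect; 0% = uninhibited 1x PFK enzyme wells and -100% = no-enzyme wells; nearly all actives have a fitted effect of over 60% in size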
#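 Activity is normalized to no-enzyme wells (full inhibition) and 1.25 nM enzyme wells (no inhibition). Reaction: 0.5 mM F6P, 0.1 mM ATP, 45 min RT, ADP-Glo luminescence; concentration-response curves fitted and classed by quality.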
# TCR activator: activates T cell receptor signaling | primary human leukocytes, anti-CD3, IL-2 HTRF, 48 h | Potency, µM (series often up to 9.22 µM), for inactives: at the top dose activation of IL-2 secretion, hits mostly activators | 330,000 tested, under 10 active; note: % of control where 0% means no effect
#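 IL-2 release read by HTRF sandwich (Eu cryptate donor, d2 acceptor, 665 nm emission) after 48 hr exposure of primary human leukocytes to compound together with anti-CD3 beads in the absence of co-stimulatory signals.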
# Coupling enz: inhibits coupling enzyme system, counter-screen for aldolase hits. coupling enzyme system counterscreen, AmpLite Red fluorescence. activity change, negative = inhibition, % at 58.2 µM, hits read low. hit rate 0.67% among 290,000; in the data active = activity change below about -30%; note: % is set by controls: 0 for no effect and ±100 for the full control effect
#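 Fluorescence at 525 nm excitation and 598 nm emission measured inhibition of the coupled detection system without aldolase. Compounds (at 57.5 uM final) were preincubated 10 min at room temperature with coupling enzyme reagent before a 20 min substrate/AmpLite Red step.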
# Starred values were filed as active, the others as inactive; i = inactive; ? = inconclusive; · = no result given; [ ] = remark or other dose. Unless noted, calls come from the whole dose curve; as a rule, active = well fitted curve in the direction sought with a large enough effect; inconclusive = small, poorly fitted or top-dose-only effect, or another doubt; inactive = no such curve, though single readings can be large; an effect the other way counts as inactive or inconclusive.
Structure,A-T KAP1 phos,GALK inh,Chronic BCR inh,KCNH2 WT inh,MLL CXXC-DNA inh,TSHR antagonist,Giardia killer,Tb PFK block,TCR activator,Coupling enz
O=C(CCNC(=O)N1CC(=O)Nc2ccccc21)Nc1ccc(Br)cc1F,-3%,-4%,-3%,-10,7%,-1,2,2%,-5%,0
CCC(=O)c1cn(CC(=O)Nc2ccccc2Cl)c2ccccc12,-1%,4%,-1%,12,2%,23,-26,1%,-1%,-2
COC(=O)c1cc(OC)c(OC)cc1NC(=O)CN1CCOCC1,2%,-1%,-15%,-236*,6%,0,9,-1%,·,-3
Cc1ccc(OCC(=O)Nc2ccccc2Sc2ccccc2)c([N+](=O)[O-])n1,0%,0%,-13%,1,3%,-5,4,-3%,1%[46.1 µM],-7
O=C(C1CC1)N1CCc2cc(Br)cc(S(=O)(=O)NC3CCCCC3)c21,1%,4%,-1%,-1,-3%,8,-6,-2%,1%,4
Oc1ccc(N=Nc2ccc3c(c2)OCO3)c2ccccc12,10µM*,0%,8%,·,1%,-2,·,1%,·,-3
O=C(CSc1nc2ccccc2c(=O)n1CCCN1CCOCC1)NCCc1ccccc1,-15%,·,2%,-8,·,·,4,17%,-3%,·
O=C(CN1CCN(C2CCCCC2)CC1)Nc1cccc2ccccc12,-9%,0%,-1%,9,-4%,4,-25,-4%,·,2
CCC1=NN(C(=O)Cc2ccccc2)C(O)(c2ccncc2)C1 (stereo not drawn),6%,1%,?,-3,-11%,1,-9,0%,2%,-5
CCOC(=O)NC(NCc1ccccc1Cl)(C(F)(F)F)C(F)(F)F,0%,0%,-27%,6,10%,13,-18,-4%,-7%,0
CCC(C)N=C1Sc2nc3ccc(C)cc3cc2CN1CCOC (stereo not drawn),3%,9%,2%,21,2%,-8,-13,-8%,-1%,1
O=C(Nc1cccc(Cl)c1)C1=CC=CN2CCS(=O)(=O)N=C12,-1%,·,0%,-2,·,-4,-15,2%,-2%,·
Cc1cccc(C(=O)NC(C(=O)Nc2nc(-c3ccccn3)cs2)C(C)C)c1 (stereo not drawn),-7%,7%,?,-13,-5%,3,3,3%,-2%,1
CC(=O)Oc1ccc(/C=c2\sc3ncnn3c2=O)cc1,-6%,-8%,-6%,4,-22%,-4,-25,-1%,-25%,3
CC(C)C(OC(=O)c1cc2c(s1)CCCCC2)C(=O)NC(N)=O (stereo not drawn),1%,-1%,5%,-2,1%,1,4,-2%,-10%[46.1 µM],0
COc1ccc(Cc2nc3ccc(C(=O)N(C)CCn4ccnc4)cc3o2)cc1OC,5%,1%,-3%,1,-10%,-33,0,7%,8%,1
COC(=O)c1cc(C(=O)OC)cc(-n2c(C)cc(C=O)c2C)c1,-4%,-1%,-5%,-1,-3%,4,20,-3%,-1%,1
COCCNc1ncnc2c1cnn2-c1ccc(Cl)cc1,·,0%,?,0,0%,-19,12,3%,-6%,-1
CN(C)c1ccc(CN(C)C2CCCCC2)cc1,8%,3%,?,-2,10%,-3,11,1%,4%,0
Cc1ccc(C)c(S(=O)(=O)Nc2ccc3scnc3c2)c1,14%,-2%,-25%,-9,-2%,?,-1,3%,-6%,-45*
CCOc1ccc(NC(=O)CN(C)C(=O)c2cc(S(=O)(=O)N(C)C)ccc2N2CCCC2)cc1OCC,18%,·,-1%,-6,·,11,-9,18%,-6%,·
Cc1noc(C)c1COc1ccccc1C(=O)NNC(=O)C(C)Oc1ccccc1F (stereo not drawn),3%,·,-7%,-2,·,2,-8,-1%,4%,·
Cn1c(N)c(C(=O)COC(=O)c2ccc(Cl)c(S(=O)(=O)N3CCCC3)c2)c(=O)n(C)c1=O,-27%,0%,4%,-5,-28%,6,-8,11%,4%,-11
CCOC(=O)C1=C(C)NC2=C(C(=O)CCC2)C1c1ccc(O)c(OCC)c1 (stereo not drawn),-2%,2%,-1%,-5,0%,10,19,-3%,0%[46.1 µM],1
COc1ccccc1C(=O)OCC(=O)NC(=O)NCc1ccccc1,6%,-1%,5%,17,11%,-10,-8,0%,·,-1
Cn1c(N2CCOCC2)cc(=O)n(C)c1=O,-2%,0%,0%,12,1%,-2,19,-4%,3%,0
Cc1cc(C)nc(SCc2cccc(C(=O)O)c2)n1,11%,1%,-7%,2,2%,-6,10,-1%,-14%,-3
O=C(CNC(=O)C12CC3CC(CC(C3)C1)C2)N1CCN(S(=O)(=O)/C=C/c2ccccc2)CC1,6%,0%,8%,-2,-2%,-14,8,-3%,-1%[46.1 µM],2
C#CCN1Cc2ccccc2Oc2cc(Br)ccc2S1(=O)=O,10%,·,8%,-3,·,-22,31[activator],-6%,-1%[46.1 µM],·
O=C(COC(=O)C1=Cc2ccccc2OC1)NCc1ccco1,6%,6%,?,4,7%,-2,-4,-6%,-3%,6

# Later entries:
Structure,A-T KAP1 phos,GALK inh,Chronic BCR inh,KCNH2 WT inh,MLL CXXC-DNA inh,TSHR antagonist,Giardia killer,Tb PFK block,TCR activator,Coupling enz
CC(C)C(c1nnnn1Cc1cccs1)N1CCN(C2CCCC2)CC1 (stereo not drawn),-4%,-1%,2%,29,-4%,1,9,5%,7%,-2
Cc1c(Cl)c([N+](=O)[O-])nn1CCCC(=O)Nc1cc(Oc2ccccc2)cc([N+](=O)[O-])c1,3%,-3%,7%,-4,8%,5,-6,-2%,-9%[46.1 µM],4
CC(=O)NC12CC3CC(C1)CC(C(=O)OCC(=O)Nc1ncc(Cl)c(C)c1Cl)(C3)C2,5%,2%,-1%,-1,-1%,-43,-2,-5%,2%,-1
c1cnc(-c2noc(CN3CCN(C4C5CC6CC(C5)CC4C6)CC3)n2)cn1 (stereo not drawn),-6%[11.5 µM],2%,0%,-3,4%,-11,-1,-3%,4%,3
CCc1ccc(NC(=O)CSc2nc(NS(=O)(=O)c3ccccc3)cc(=O)[nH]2)cc1,14%,12%,0%,-4,3%,-3,6,?,14%,0
CCOC(=O)N1CCN(C(=O)CN(c2cccc(OC)c2)S(C)(=O)=O)CC1,7%,1%,9%,-2,0%,2,-6,-1%,-6%,2
CCc1ccc(N2C(=O)C(Cl)=C(Nc3ccc(C(=O)N4CCCC4)cc3)C2=O)cc1,-11%,·,1%,9,·,-35,-20,2%,-2%,·
CC(SCc1ccccc1)C(=O)N/N=C/c1ccc(OCC(=O)NCc2ccco2)cc1 (stereo not drawn),-6%,1%,2%,-8,7%,5,-9,2%,-30%[46.1 µM],4
CC(=O)c1sc(N/N=C\c2ccc(N(C)C)cc2)nc1C,-8%,3%,-4%,-1,17%,-11,13,-1%,·,-2
CCNc1nc(Cl)nc(N(NC(C)=O)C(C)CC)n1 (stereo not drawn),-1%,0%,2%,-12,16%,-5,52[activator],3%,-3%,0
N#Cc1ccccc1OCCOCCNC1CCCC1,11%,-1%,-4%,i,-4%,-2,-3,2%,15%[46.1 µM],3
COc1ccc([C@]23Cc4ccccc4C(O2)c2c(cc(-c4ccccc4)oc2=O)O3)cc1,9%[11.5 µM],·,22%[9.22 µM],·,-5%[23 µM],·,·,-1%[11.5 µM],·,-9
C#CCOCCOCCOCCNc1nc(N2CCN(C(=O)[C@H]([C@@H](C)CC)n3cc([C@@H](N)Cc4ccc(O)cc4)nn3)CC2)nc(N2CCN(C(=O)[C@H](Cc3cc4ccccc4[nH]3)n3cc([C@@H](N)CC(C)C)nn3)CC2)n1,0%,·,0%,-12,·,23,1,-10%,3%,·
